# PAFAH1B3 FP inh – blocks human PAF acetylhydrolase 1B catalytic subunit 3 | Q15102 | recombinant PAFAH1B3, FP-rhodamine probe, fluorescence polarization | inhibition, % at 3.39 µM | 0.28% of 340,000 active | AID 492972;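 active means inhibition above the screen-wide average of all tested compounds plus 3 SD, cut at about 25% in these data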;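 further: 0% = enzyme with DMSO only and 100% = wells lacking PAFAH1B3 protein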
# PREPL inh – human PREPL enzyme inhibition. 0.68% of 320,000 active. inhibition, % at 5.96 µM. recombinant PREPL, fluorescence polarization activity-based probe; in the data active means inhibition above about 43%;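 further: 0% = enzyme with DMSO and 100% = wells lacking enzyme; many of its hits are not listed in these tables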
# Target sequence (Q4J6C6 whole entry, looked up): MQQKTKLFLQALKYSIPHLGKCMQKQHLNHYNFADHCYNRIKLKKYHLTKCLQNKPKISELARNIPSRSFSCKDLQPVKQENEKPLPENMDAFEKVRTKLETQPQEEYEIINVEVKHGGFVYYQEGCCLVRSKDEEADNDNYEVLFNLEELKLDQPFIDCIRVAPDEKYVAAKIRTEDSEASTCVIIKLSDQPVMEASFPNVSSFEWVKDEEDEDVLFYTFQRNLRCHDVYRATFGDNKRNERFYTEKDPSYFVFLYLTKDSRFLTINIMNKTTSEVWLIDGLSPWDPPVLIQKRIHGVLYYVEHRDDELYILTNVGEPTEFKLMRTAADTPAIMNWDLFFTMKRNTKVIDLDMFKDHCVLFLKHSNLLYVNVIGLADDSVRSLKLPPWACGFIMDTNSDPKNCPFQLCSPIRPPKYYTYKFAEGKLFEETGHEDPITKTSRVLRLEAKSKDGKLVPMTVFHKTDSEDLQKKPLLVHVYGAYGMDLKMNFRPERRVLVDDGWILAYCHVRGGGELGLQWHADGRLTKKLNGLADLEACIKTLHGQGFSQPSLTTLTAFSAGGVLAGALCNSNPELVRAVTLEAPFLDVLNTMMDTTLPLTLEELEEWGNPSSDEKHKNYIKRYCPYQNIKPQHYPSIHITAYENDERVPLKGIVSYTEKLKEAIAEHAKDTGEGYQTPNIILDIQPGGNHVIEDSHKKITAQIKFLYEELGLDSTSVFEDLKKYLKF
# PAFAH2 inh – PAFAH2 (human) inhibition; recombinant PAFAH2, FP-rhodamine activity probe, fluorescence polarization; 0.99% of 340,000 active; inhibition, % at 3.39 µM; AID 492956; Q99487;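 active means inhibition above the mean over all tested compounds plus 3 SD, cut at about 30% in these data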;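 further: inhibitors block probe labeling of enzyme so polarization drops; 0% = enzyme with DMSO and 100% = wells lacking PAFAH2 protein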
# PAD4 inh – inhibitors of human PAD4; recombinant PAD4, RCA probe fluorescence polarization; inhibition, % at 6.36 µM; 0.41% of 330,000 active; AID 485272;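 active means percent inhibition above a cutoff equal to the mean of all tested compounds plus 3 SD, cut at about 15% in these data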;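 further: 0% = PAD4 with RCA probe and DMSO and 100% = probe without PAD4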
# pPAFAH FP inh – inhibitors of human plasma PAF acetylhydrolase (pPAFAH); inhibition, % at 3.39 µM; 1.5% of 330,000 active; recombinant pPAFAH, FP-rhodamine probe fluorescence polarization; Q13093;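 active means inhibition above the mean inhibition across the screen plus 3 SD, cut at about 25% in these data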;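 further: inhibitors block binding of the rhodamine activity-based probe so polarization drops; 0% = enzyme with DMSO and 100% = wells lacking pPAFAH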
# GSTO1 counter – counter-screen for RBBP9 inhibitors: inhibitors of human GSTO1 | P78417 | recombinant GSTO1, activity-based probe fluorescence polarization | inhibition, % at 5.96 µM | 1.1% of 300,000 active | AID 1974;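 active means inhibition above the campaign mean inhibition plus 3 SD, cut at about 35% in these data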;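 further: 0% = GSTO1-1 with DMSO and 100% = wells lacking GSTO1-1 enzyme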
# LYPLA1 counter – blocks human lysophospholipase 1, a PME1 counter-screen | O75608 | recombinant LYPLA1, FP-Rh probe fluorescence polarization | inhibition, % at 5.9 µM | 0.16% of 320,000 active;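 active means inhibition above the mean of all tested compounds plus 3 SD, set per campaign, cut at about 14% in these data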;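 further: inhibitors block serine hydrolase probe labeling of LYPLA1 so polarization falls; 0% = enzyme with DMSO and 100% = wells lacking LYPLA1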
# LYPLA2 inh – counter-screen for PME1 inhibitors: inhibitors of human LYPLA2; recombinant LYPLA2, FP-Rh probe fluorescence polarization; 0.38% of 320,000 active; inhibition, % at 5.9 µM;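 active means inhibition above the screen-wide mean plus 3 SD, limit set per campaign, cut at about 26% in these data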;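 further: 0% = LYPLA2 with DMSO and 100% = wells lacking LYPLA2 enzyme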
# Target sequence (O95372 whole entry, looked up): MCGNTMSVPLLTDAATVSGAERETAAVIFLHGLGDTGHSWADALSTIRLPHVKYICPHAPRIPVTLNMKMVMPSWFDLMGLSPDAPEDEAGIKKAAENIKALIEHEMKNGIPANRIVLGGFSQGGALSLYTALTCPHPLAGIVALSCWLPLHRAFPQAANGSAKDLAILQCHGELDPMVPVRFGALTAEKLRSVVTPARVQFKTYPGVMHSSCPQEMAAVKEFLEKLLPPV
# PAFAH1B2 inh – blocks human PAF acetylhydrolase 1b catalytic subunit 2; P68402; recombinant PAFAH1B2, FP-rhodamine activity probe, fluorescence polarization; inhibition, % at 3.39 µM; 1.2% of 340,000 active; AID 492953;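 active means inhibition above the mean of all tested compounds plus 3 SD, cut at about 24% in these data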;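 further: 0% = enzyme with DMSO and 100% = wells lacking PAFAH1B2; many of its hits are not listed in these tables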
# Numbers without * were called inactive; nt = not tested or not shown. An excerpt (hit frequency here may not be typical).
no.	SMILES	pPAFAH FP inh	PAD4 inh	GSTO1 counter	PAFAH2 inh	PAFAH1B3 FP inh
1	Cc1ccc2c(c1)-c1cc(C)nn1C(c1sccc1C)N2 (configuration not stated)	-1	-10	0	-4	-5
2	COc1cc2c(cc1NC(=O)COC(=O)CNC(=O)c1ccccc1)oc1ccccc12	-7	-4	0	1	2
3	Cc1cc(C(=O)O/N=C(\N)c2ccncc2)ccc1[N+](=O)[O-]	-3	-3	-6	1	1
4	CC(=O)NCCC(=O)Nc1ccc(C)c(F)c1	-1	-1	2	0	15
5	CCN1CCN(c2ncnc3c2cnn3-c2ccccc2)CC1	-6	-6	3	-3	4
6	CCOc1ccc(OCC)c(NC(=O)C2CCN(c3nn4c(=O)cc(C)nc4s3)CC2)c1	2	1	10	0	6
7	COc1ccc(Br)cc1/C=N/NC(=O)Cn1nnnc1N	12	1	0	-5	-5
8	C[C@]12CC[C@@H]3c4ccc(OC(=O)c5ccccc5)cc4CC[C@H]3[C@@H]1CC[C@@H]2O	0	-5	1	-11	-6
9	COc1ccc(N2CCN(C(=O)C3CCN(S(=O)(=O)c4cccs4)CC3)CC2)cc1	4	1	-3	6	-2
10	COc1ccccc1C(=O)NC(=O)COC(=O)CNC(=O)c1ccc(Cl)c([N+](=O)[O-])c1	-6	-2	13	10	6
11	CCOC(=O)CSc1n[nH]c(-c2ccco2)n1	4	0	8	3	2
12	Cc1ccc2nc(SCC(=O)N3CCCC3)nc(=O)n2c1	3	0	-1	-4	3
13	CCOC(=O)/C(=N/Nc1ccc(OC)cc1)Sc1nnc(CCc2ccccc2)n1-c1ccccc1	4	-1	-2	-4	8
14	CC(=O)N(c1ccc(N(C(C)=O)S(=O)(=O)c2cccs2)cc1)S(=O)(=O)c1cccs1	5	-2	10	1	1
15	CC1CCN(c2ccc(/C=C(\C#N)c3nn(-c4ccccc4)c(N)c3C#N)cc2[N+](=O)[O-])CC1	2	-3	-4	-5	2

no.	LYPLA2 inh	PREPL inh	PAFAH1B2 inh	LYPLA1 counter
1	1	2	-5	-2
2	-21	1	2	-15
3	6	17	1	6
4	-5	-10	6	-1
5	2	8	-6	2
6	-3	1	0	0
7	-1	6	3	-3
8	-13	12	1	-2
9	43*	3	-1	0
10	-4	3	0	-1
11	1	6	1	-5
12	1	-1	-2	-1
13	-4	10	4	0
14	-3	3	2	-3
15	-2	3	0	-2

# Additional structures follow:
no.	SMILES	pPAFAH FP inh	PAD4 inh	GSTO1 counter	PAFAH2 inh	PAFAH1B3 FP inh
16	Cc1cc(C)c(C2=NOC3C4CCC(C4)C23)c(C)c1 (configuration not stated)	1	-1	-2	1	2
17	COc1ccc(CCNC(=S)NCCc2c[nH]c3ccccc23)cc1	-1	3	7	-5	7
18	NC(=O)C1CCN(CC(=O)NC2CCCc3ccccc32)CC1 (configuration not stated)	3	-1	-4	1	-2
19	CSc1sccc1/C=C(/C#N)C(=O)c1ccco1	10	-2	0	18	1
20	CC1CCN(C(=O)Nc2ccc3nsnc3c2)CC1	1	1	4	5	5
21	Cc1ccc2nc(C)c3c(c2c1)SCC3	1	-5	1	nt	nt
22	O=C(NNC(=O)C1CC(c2cccnc2)=NO1)Nc1ccccc1F (configuration not stated)	0	-2	-3	0	11
23	COc1ccc(OC)c(N2C(=O)CCCC2=O)c1	5	-5	2	2	9
24	COCCN(C(=O)COC(=O)CCc1c[nH]c2ccccc12)c1c(N)n(Cc2ccccc2)c(=O)[nH]c1=O	-3	-4	-3	3	4
25	O=C(O)C1Cc2ccccc2CN1C(=O)CSc1nnc2ccccn12 (configuration not stated)	5	3	4	1	3
26	COc1ccc(CCNCC(O)COc2ccc(Cl)cc2)cc1OC (configuration not stated)	4	2	-2	-2	0
27	CCC(=O)Nc1nn(CC(C)C)c2nc3ccc(C)cc3cc12	2	-3	-2	-1	14
28	COc1ccc(-n2c(C)nnc2SCC(=O)N2CCOCC2)cc1	2	-5	3	-4	7
29	Cc1cc(=O)cc(C)n1-c1ccc2c(c1)nc(C)n2-c1ccccc1	1	0	-2	-7	6
30	Cc1cc2cc(CNC(=O)Cc3cccs3)ccc2n1C	22	9	1	3	-1

no.	LYPLA2 inh	PREPL inh	PAFAH1B2 inh	LYPLA1 counter
16	-5	-4	-1	0
17	-2	-32	4	-2
18	-6	2	8	-2
19	-9	-16	11	-5
20	0	4	6	0
21	2	3	nt	2
22	0	7	4	0
23	1	0	5	4
24	-1	7	-3	0
25	-4	0	3	-3
26	4	-1	1	-1
27	-1	-3	7	-2
28	-3	-8	2	0
29	4	2	0	-2
30	2	35	2	0

# The list continues.
no.	SMILES	pPAFAH FP inh	PAD4 inh	GSTO1 counter	PAFAH2 inh	PAFAH1B3 FP inh
31	COc1ccc(C(=O)/C=C2/c3ccccc3CC(C)(C)N2C)cc1	-3	1	1	11	2
32	CC(C)c1onc(C(=O)NC2CCCCC2)c1[N+](=O)[O-]	2	6	37*	-7	-3
33	COC(=O)C1=C(C)N=C2SC(C)C(=O)N2C1/C=C/c1ccccc1OC (configuration not stated)	-5	4	5	-25	-8
34	COc1ccc(NC(=O)c2ccc(NC(=O)CN3CCC(C(N)=O)CC3)cc2)cc1	3	-13	nt	2	0
35	CC1CCCN(S(=O)(=O)c2ccc(NC(=O)C3CC(=O)N(c4ccccc4)C3)cc2)C1 (configuration not stated)	-4	-3	2	3	-5
36	COc1ccccc1NC(=O)CCN1C(=O)C2C3CCC(C3)C2C1=O (configuration not stated)	1	-1	-1	3	15
37	O=C(Nc1cccc(C(F)(F)F)c1)c1cccnc1N1CCOCC1	-1	0	-5	-3	2
38	CC(C)c1ccc(NC(=O)c2cc(Br)ccc2Br)cc1	0	-6	-19	-5	4
39	NC(=S)N/N=C/c1cccc(O)c1O	32*	0	84*	0	1
40	CC(=O)Nc1ccc(C(=O)N/C(=C\c2ccccc2)C(=O)Nc2cccc(C(=O)O)c2)cc1	-2	2	6	-7	6
41	Cc1cccc(C)c1NC(=O)CCCSc1nc2ccccc2s1	5	9	-4	2	-5
42	CCOC(=O)CCCNC(=O)COC(=O)c1cc(C)cc(C)c1	4	2	3	-5	5
43	COc1ccc(CCNC(=O)COc2ccc(C)nc2[N+](=O)[O-])cc1OC	0	0	-3	-1	0
44	O=C(COc1ccc2ccccc2c1)NNC(=O)c1ccc([N+](=O)[O-])cc1	-9	-14	8	-17	0
45	Cc1cc(C)cc(-n2ccnc2SCC(=O)Nc2nccs2)c1	1	5	6	-2	4

no.	LYPLA2 inh	PREPL inh	PAFAH1B2 inh	LYPLA1 counter
31	-6	18	-2	-4
32	3	8	2	2
33	-9	1	0	-4
34	nt	8	-2	nt
35	4	12	1	5
36	0	-5	4	0
37	10	-3	0	3
38	-3	14	6	-1
39	2	8	7	2
40	0	-8	1	5
41	-1	12	-1	2
42	-5	8	2	-1
43	2	19	1	-1
44	-29	5	-1	-13
45	-2	-9	2	1

# Ordered by SMILES length (low to high): part of the list above.
no.	SMILES	pPAFAH FP inh	PAD4 inh	GSTO1 counter	PAFAH2 inh	PAFAH1B3 FP inh
39	NC(=S)N/N=C/c1cccc(O)c1O	32*	0	84*	0	1
41	Cc1cccc(C)c1NC(=O)CCCSc1nc2ccccc2s1	5	9	-4	2	-5
42	CCOC(=O)CCCNC(=O)COC(=O)c1cc(C)cc(C)c1	4	2	3	-5	5
37	O=C(Nc1cccc(C(F)(F)F)c1)c1cccnc1N1CCOCC1	-1	0	-5	-3	2
31	COc1ccc(C(=O)/C=C2/c3ccccc3CC(C)(C)N2C)cc1	-3	1	1	11	2
43	COc1ccc(CCNC(=O)COc2ccc(C)nc2[N+](=O)[O-])cc1OC	0	0	-3	-1	0
34	COc1ccc(NC(=O)c2ccc(NC(=O)CN3CCC(C(N)=O)CC3)cc2)cc1	3	-13	nt	2	0
35	CC1CCCN(S(=O)(=O)c2ccc(NC(=O)C3CC(=O)N(c4ccccc4)C3)cc2)C1 (configuration not stated)	-4	-3	2	3	-5
40	CC(=O)Nc1ccc(C(=O)N/C(=C\c2ccccc2)C(=O)Nc2cccc(C(=O)O)c2)cc1	-2	2	6	-7	6

no.	LYPLA2 inh	PREPL inh	PAFAH1B2 inh	LYPLA1 counter
39	2	8	7	2
41	-1	12	-1	2
42	-5	8	2	-1
37	10	-3	0	3
31	-6	18	-2	-4
43	2	19	1	-1
34	nt	8	-2	nt
35	4	12	1	5
40	0	-8	1	5

# Going on with the list.
no.	SMILES	pPAFAH FP inh	PAD4 inh	GSTO1 counter	PAFAH2 inh	PAFAH1B3 FP inh
46	COc1c(C)cc(C(=O)C2CCCN(Cc3cnc(N4CCOCC4)s3)C2)cc1C (configuration not stated)	4	-5	-3	-1	7
47	CCCCc1nc(SCC(=O)Nc2ccc(S(N)(=O)=O)cc2)n[nH]1	3	-11	-6	-4	1
48	Fc1cccc(NCc2ccoc2)c1	10	-3	-1	4	4
49	CC(=O)c1sc(NC(=O)Cc2c(F)cccc2Cl)nc1C	4	-1	1	-7	1
50	Cc1ccc(NC(=O)C2CCCN(c3nccc(C)n3)C2)c(C)c1 (configuration not stated)	-1	4	7	-1	3
51	OCCC1CN(C2CCC2)CCN1Cc1ccc(F)c(F)c1 (configuration not stated)	10	3	8	4	3
52	COc1ccc(S(=O)(=O)Nc2ccc3c(c2)n(C)c(=O)n3C)cc1C	-4	2	-7	4	0
53	CC(C)Cn1c(SCC(N)=O)nnc1-c1cccc(S(=O)(=O)N2CCOCC2)c1	-1	2	nt	-5	7
54	COc1cc(/C=N/NC(=O)CCn2nc(C)cc2C)ccc1O	4	-3	-2	2	1
55	CC1=C(C(N)=O)C(c2cccs2)n2ncnc2N1 (configuration not stated)	-2	-3	-2	5	5
56	CCOC(=O)c1cc(-c2ccco2)nc2c1c(C)nn2CCC#N	6	2	-7	2	1
57	CC(C)(C)c1nnc(NC(=O)COc2ccc3c(c2)OCO3)s1	-2	-9	3	-6	12
58	Cc1ccc(C(=O)COC(=O)C2C3C=CC(C3)C2C(=O)OCC(=O)c2ccc(C)c(C)c2)cc1C (configuration not stated)	-1	1	0	-1	0
59	Cc1cnc(NS(=O)(=O)c2ccccc2)c(Br)c1	4	-4	3	-2	11
60	Cc1ccc(S(=O)(=O)N2CCOCC2)cc1NC(=O)COC(=O)/C=C/c1ccc(F)cc1	2	-5	nt	53*	4
61	CC(=O)NCCC(=O)Nc1nc(C)c(Cc2ccc3c(c2)OCO3)s1	6	5	0	7	-5
62	CCCn1ncc(CN2CCC(n3nccc3NC(=O)c3ccccc3Cl)CC2)c1C	-4	1	2	-3	10
63	CC(=O)Nc1ccc(S(=O)(=O)Nc2ccc(N3CCOCC3)cc2)cc1	1	-3	14	-4	7

no.	LYPLA2 inh	PREPL inh	PAFAH1B2 inh	LYPLA1 counter
46	7	0	-3	1
47	8	-4	-4	6
48	-1	2	3	-1
49	2	-4	0	1
50	2	-2	6	-5
51	3	-2	-2	-1
52	2	-4	0	-1
53	nt	15	5	nt
54	-1	-1	5	-2
55	5	11	2	1
56	3	13	1	-3
57	-9	-2	-18	-2
58	4	3	-1	3
59	-5	2	6	2
60	nt	23	0	nt
61	4	10	-2	3
62	1	-5	-1	-1
63	-2	9	2	-4
